mHTT-CaM PPI inh – disrupts binding of mutant huntingtin to calmodulin | P42858 | AlphaScreen His-mHTT/GST-CaM binding, luminescence | inhibition, % at 15 µM | actives 3.6% (n = 190,000);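 note: 0% = both proteins with DMSO and 100% = one protein alone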
Target sequence (P42858 whole entry, looked up, stated change not applied): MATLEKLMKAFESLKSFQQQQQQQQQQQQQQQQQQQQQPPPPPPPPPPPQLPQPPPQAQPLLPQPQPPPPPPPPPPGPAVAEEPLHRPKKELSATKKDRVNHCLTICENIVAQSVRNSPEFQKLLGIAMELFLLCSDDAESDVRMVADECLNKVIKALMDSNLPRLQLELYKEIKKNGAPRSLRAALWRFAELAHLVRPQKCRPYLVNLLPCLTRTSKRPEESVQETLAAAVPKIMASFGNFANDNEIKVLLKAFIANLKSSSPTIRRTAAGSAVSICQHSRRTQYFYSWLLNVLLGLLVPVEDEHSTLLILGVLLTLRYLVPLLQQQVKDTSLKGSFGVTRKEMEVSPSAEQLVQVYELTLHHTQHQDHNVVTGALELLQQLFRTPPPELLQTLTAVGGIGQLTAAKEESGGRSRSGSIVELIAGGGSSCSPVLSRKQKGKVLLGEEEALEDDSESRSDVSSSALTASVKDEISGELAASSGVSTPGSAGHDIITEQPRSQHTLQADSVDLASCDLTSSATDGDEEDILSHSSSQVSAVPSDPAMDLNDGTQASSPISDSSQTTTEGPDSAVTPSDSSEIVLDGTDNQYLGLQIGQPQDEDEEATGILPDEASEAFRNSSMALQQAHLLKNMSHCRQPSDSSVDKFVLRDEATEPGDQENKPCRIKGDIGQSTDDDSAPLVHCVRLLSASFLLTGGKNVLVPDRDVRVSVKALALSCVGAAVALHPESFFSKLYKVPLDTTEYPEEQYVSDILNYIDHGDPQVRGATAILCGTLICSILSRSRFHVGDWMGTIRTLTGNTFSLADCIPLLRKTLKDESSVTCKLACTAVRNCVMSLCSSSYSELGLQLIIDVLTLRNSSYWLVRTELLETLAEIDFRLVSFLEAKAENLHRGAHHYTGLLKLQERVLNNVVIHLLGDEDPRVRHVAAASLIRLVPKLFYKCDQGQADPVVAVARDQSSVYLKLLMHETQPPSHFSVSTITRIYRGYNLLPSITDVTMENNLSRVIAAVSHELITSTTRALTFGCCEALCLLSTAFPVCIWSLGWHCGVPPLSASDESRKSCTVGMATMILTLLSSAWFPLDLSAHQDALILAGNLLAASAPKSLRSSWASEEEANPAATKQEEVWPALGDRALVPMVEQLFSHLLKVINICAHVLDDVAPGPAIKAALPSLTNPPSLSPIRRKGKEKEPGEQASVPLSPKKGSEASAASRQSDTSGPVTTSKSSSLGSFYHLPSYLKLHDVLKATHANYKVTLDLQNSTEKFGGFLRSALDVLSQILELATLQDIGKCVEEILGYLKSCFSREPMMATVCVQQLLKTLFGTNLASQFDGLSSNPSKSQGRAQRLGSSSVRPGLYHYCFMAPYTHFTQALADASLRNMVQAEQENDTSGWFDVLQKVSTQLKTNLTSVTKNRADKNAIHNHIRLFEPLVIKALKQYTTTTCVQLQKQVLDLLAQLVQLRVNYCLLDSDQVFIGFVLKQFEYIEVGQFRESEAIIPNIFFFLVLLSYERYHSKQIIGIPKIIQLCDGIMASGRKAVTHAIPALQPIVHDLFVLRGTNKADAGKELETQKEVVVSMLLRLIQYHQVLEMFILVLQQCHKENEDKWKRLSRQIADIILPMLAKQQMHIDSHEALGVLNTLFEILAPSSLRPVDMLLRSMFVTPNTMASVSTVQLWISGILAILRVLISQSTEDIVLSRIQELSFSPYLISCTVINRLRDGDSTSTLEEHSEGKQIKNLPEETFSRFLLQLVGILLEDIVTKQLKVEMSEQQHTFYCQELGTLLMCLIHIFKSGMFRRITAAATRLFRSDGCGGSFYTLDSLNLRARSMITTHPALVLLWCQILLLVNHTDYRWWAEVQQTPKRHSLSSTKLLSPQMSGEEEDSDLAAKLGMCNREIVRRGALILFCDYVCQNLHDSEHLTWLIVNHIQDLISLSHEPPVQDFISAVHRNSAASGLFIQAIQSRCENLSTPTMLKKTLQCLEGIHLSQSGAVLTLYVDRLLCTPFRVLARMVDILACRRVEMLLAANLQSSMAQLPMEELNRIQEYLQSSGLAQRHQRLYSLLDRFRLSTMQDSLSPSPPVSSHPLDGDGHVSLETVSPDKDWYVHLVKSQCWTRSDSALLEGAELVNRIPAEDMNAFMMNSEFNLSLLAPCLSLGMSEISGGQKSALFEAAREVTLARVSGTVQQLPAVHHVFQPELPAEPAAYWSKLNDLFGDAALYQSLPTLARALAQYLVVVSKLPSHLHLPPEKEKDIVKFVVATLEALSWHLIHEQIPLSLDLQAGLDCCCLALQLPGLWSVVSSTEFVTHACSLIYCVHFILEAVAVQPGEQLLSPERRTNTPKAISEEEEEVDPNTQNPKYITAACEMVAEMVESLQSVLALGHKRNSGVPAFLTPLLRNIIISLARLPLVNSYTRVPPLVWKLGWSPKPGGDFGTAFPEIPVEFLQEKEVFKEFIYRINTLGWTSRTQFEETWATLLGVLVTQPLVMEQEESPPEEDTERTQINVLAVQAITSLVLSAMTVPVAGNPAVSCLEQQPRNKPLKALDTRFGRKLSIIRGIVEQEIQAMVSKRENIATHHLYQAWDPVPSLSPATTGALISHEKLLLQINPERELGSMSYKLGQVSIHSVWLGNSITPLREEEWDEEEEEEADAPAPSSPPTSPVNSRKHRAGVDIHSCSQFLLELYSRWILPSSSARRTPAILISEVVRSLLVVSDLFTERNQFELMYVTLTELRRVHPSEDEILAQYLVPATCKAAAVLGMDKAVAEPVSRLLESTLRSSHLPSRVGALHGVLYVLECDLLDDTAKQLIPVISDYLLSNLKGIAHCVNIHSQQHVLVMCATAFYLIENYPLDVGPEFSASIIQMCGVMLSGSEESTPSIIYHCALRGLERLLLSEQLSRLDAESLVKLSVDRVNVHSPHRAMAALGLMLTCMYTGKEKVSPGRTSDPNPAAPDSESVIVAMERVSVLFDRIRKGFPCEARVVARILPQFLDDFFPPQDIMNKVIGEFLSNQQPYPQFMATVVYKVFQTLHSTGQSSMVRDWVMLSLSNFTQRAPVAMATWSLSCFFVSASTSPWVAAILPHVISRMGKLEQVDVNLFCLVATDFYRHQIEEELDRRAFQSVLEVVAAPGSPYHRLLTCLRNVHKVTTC
Pf apPOL inh – Pf-apPOL DNA polymerase inhibition | Recombinant Pf-apPOL, molecular beacon fluorescence, 1.5 h | inhibition, % at 10 µM | actives 0.25% (n = 210,000) | AID 1794808
The depositor's hits bear a star; i = inactive; / = not tested or not shown; & = joins results of further samples. Cut-off read from the data, not from the text of the source: active = inhibition above about 50%; inactive = the rest.

Every second line gives: Pf apPOL inh, mHTT-CaM PPI inh
COc1ccc(C2CC(=O)C3=C(C2)Nc2ccccc2NC3c2cccc(F)c2)cc1 (stereo unspecified)
→ 4, 17
CCCN1C(=O)COc2ccc(-c3noc(-c4ccc(C)c(F)c4)n3)cc21
→ -2, 1
Cc1ccc(N2CCC(NC(=O)Nc3cc(Cl)ccc3C)C2=O)cc1 (stereo unspecified)
→ -6, 3
Cc1cc(Cl)ccc1NC(=O)c1cccc(I)c1
→ -9, -4
CCCSc1nc2c(cnn2-c2ccccc2)c(=O)[nH]1
→ 1, 13
Cc1cccc(NC(=O)CN2C(=O)N/C(=C/c3cccc(C(F)(F)F)c3)C2=O)c1
→ -6, 4
CCCCNC(=O)CC1N=C2c3ccccc3N=C(SCC(=O)Nc3ccccc3C)N2C1=O (stereo unspecified)
→ 3, 11
COc1ccc2[nH]c(C(=O)NCCCn3ccnc3)cc2c1
→ -1, /
O=C(c1ccc(Cl)s1)N1CCc2nc(-c3ccc(Cl)cc3)ncc2C1
→ -5, -6
CCOc1ccccc1C(=O)NC(C)COC (stereo unspecified)
→ -9, -4
Cc1ccc(Cl)cc1N1CCC(C(=O)N(C)Cc2ccccc2)C1=O (stereo unspecified)
→ 0, -7
Cc1ccn2c(NC(=O)CC(C)C)c(-c3ccccc3C)nc2c1
→ 0, 3
O=C(Nc1ccc2c(c1)OCO2)C1CC(c2c(F)cccc2Cl)=NO1 (stereo unspecified)
→ 0, 8
O=C(c1ccccn1)N1CCCCC1c1nncn1CC1CC1 (stereo unspecified)
→ -6, -4
CC(C)(C)NC(=S)NC1CC1
→ -5&0, /
Cc1ccc(Cl)cc1NC(=O)C1CCN(c2ccncc2)CC1
→ 9, -11
Clc1ccc2nc(-c3ccncc3)cc(-c3ccccc3)c2c1
→ -2, 0
O=C(c1ccc(F)c(Cl)c1)N1CCN(c2nc(CN3CCOCC3)cs2)CC1
→ -2, 16
CS(=O)(=O)n1ccc(-c2cccc([N+](=O)[O-])c2)n1
→ 1, /
CN1CCN(c2ncnc3sc4c(c23)CCCC4)CC1
→ 8, -5
O=S(=O)(Nc1ccccc1Cl)c1ccccc1C(F)(F)F
→ 4, -7
COc1cc(C(=O)Nc2ccc(-c3nc4cc(C)ccc4o3)cc2)cc(OC)c1OC
→ -3, 0
CCc1ccccc1NC(=O)Cn1cccc1-c1nnc(C2CCC2)o1
→ 0, -7
CSc1cccc(NC(=O)N2CC=C(c3cn(C)c4ncccc34)CC2)c1
→ -2, 30
CCOC(CNC(=O)c1sc2ncn(CC(=O)N3CCC(C)CC3)c(=O)c2c1C)OCC
→ -4, 2
CC(C)C(=O)N1CCc2c(nc3cc(-c4ccccc4Cl)[nH]n3c2=O)C1
→ -1, 12
CN1CCN(C(=O)C2CCN(c3nc4ccc(-c5cccnc5)nc4s3)CC2)CC1
→ 0, 7
COc1ccc(C(=O)Nc2cccc(Cl)c2)cc1I
→ -1, -41
CC(=O)NC(Cc1ccccc1)Cc1ccccc1
→ -2, -1
Nc1nonc1-n1nnc(C(=O)N2CCCCCC2)c1-c1ccccc1
→ -5, 9

Profiles, looked up by structure. Order of values: Pf apPOL inh	mHTT-CaM PPI inh
COc1cc(C(=O)Nc2ccc(-c3nc4cc(C)ccc4o3)cc2)cc(OC)c1OC across the screens: -3	0
CCCSc1nc2c(cnn2-c2ccccc2)c(=O)[nH]1 across the screens: 1	13
CC(=O)NC(Cc1ccccc1)Cc1ccccc1 across the screens: -2	-1

An excerpt of these results, as labelled records.
COc1cc(C(=O)Nc2ccc(-c3nc4cc(C)ccc4o3)cc2)cc(OC)c1OC
  Pf apPOL inh: -3; mHTT-CaM PPI inh: 0

CCCCNC(=O)CC1N=C2c3ccccc3N=C(SCC(=O)Nc3ccccc3C)N2C1=O (stereo unspecified)
  Pf apPOL inh: 3; mHTT-CaM PPI inh: 11

COc1ccc(C(=O)Nc2cccc(Cl)c2)cc1I
  Pf apPOL inh: -1; mHTT-CaM PPI inh: -41

O=C(c1ccc(Cl)s1)N1CCc2nc(-c3ccc(Cl)cc3)ncc2C1
  Pf apPOL inh: -5; mHTT-CaM PPI inh: -6

Additional structures follow:
Every second line gives: Pf apPOL inh, mHTT-CaM PPI inh
CC(Oc1ccc(Cl)cc1Cl)C(=O)Nc1cccc([N+](=O)[O-])c1 (stereo unspecified)
→ 0, 12
O=c1/c(=C/c2ccco2)sc2nnc(-c3ccccc3)n12
→ 0, 5
CCCc1cc(NCCCn2ccnc2)n2nc3nc(C)cc(C)c3c2n1
→ -4, 2
Cc1cc(Nc2nc3ccncc3n(C(C)C)c2=O)ccc1F
→ 0, 18
CC(C)(C)c1ccc(C(=O)O/N=C(\N)c2cccnc2)cc1
→ 0, i
O=C(NCCCN1CCCCCC1)C1CCN(c2nc3cccnc3s2)CC1
→ 1, 7
CCCn1cnnc1C1CCN(Cc2scnc2C)CC1
→ 4, -7
N#CC1=C(N)Oc2n[nH]c(-c3cccs3)c2C1c1cccnc1 (stereo unspecified)
→ -2, 1
O=Cc1c(Sc2ccc(Cl)cc2)nc2ccccn2c1=O
→ -7, 2
COc1cccc(OC)c1C(=O)N1CCN(Cc2ccccc2C)CC1
→ -6, 11
CC1=Nc2ccccc2NC(=O)C1Cc1ccccc1 (stereo unspecified)
→ -9, 91*
COc1cc(C=C2Oc3cc(OCC(=O)OCc4ccccc4)ccc3C2=O)cc(OC)c1OC
→ -10, -8
Cc1ccc(C(=O)N2CCC3(C2)NCc2ccccc2NC3=NC(C)(C)C)s1 (stereo unspecified)
→ -9, 34
CC(C)C[C@H]1COC(c2ccc(Br)cc2)=N1
→ -6, -21
CCc1ccccc1S(=O)(=O)N1CCCC1C(=O)NCCc1csc(C)n1 (stereo unspecified)
→ -6, -6
COc1ccc(S(=O)(=O)NCC2CCN(Cc3ccsc3)CC2)cc1Cl
→ -4, -8
O=C(O)CCCC(=O)Nc1nc2ccccc2s1
→ -9, -2
Brc1ccc(OCc2nnc3n2CCCCC3)cc1
→ 0, -1
CSc1ccc(/C=C2\CNCC3=C2OC(N)=C(C#N)C3c2ccc(SC)cc2)cc1 (stereo unspecified)
→ /, 30
COc1ccc(CCC(=O)Nc2cc([N+](=O)[O-])ccc2C)cc1
→ 3, 23
O=C(Nc1ccc(I)cc1)c1ccc(S(=O)(=O)N2CCCC2)cc1
→ 10, -19
CCC1CCC(NC2CCN(Cc3ccccc3)CC2)CC1 (stereo unspecified)
→ -3, 0
COc1cc(C)c(S(=O)(=O)n2nnc3ccccc32)cc1C
→ 3, -14
Nc1n[nH]c(CC(=O)NC2(C(=O)Nc3ccccc3)CCCCC2)n1
→ 2, 9
Cc1sc2ncn(CC(=O)NCc3ccccc3)c(=O)c2c1C
→ -2, 0
COc1cccc(-c2nc(C3CCN(S(=O)(=O)c4ccc(C)c(F)c4)CC3)no2)c1
→ -1, -9
COc1ccc(-n2c(SC)nc(O)cc2=O)cc1
→ 0, 0
O=C1CN(S(=O)(=O)c2ccccc2)CC(=O)N1
→ 8, -3
Cc1nn(C)c2c(=O)n(CC(=O)NCc3cccc(Cl)c3)ccc12
→ -1, -2
COc1ccc(CCNS(=O)(=O)c2c(C)[nH]c(=O)[nH]c2=O)cc1OC
→ 0, -3

Going on with the list.
Every second line gives: Pf apPOL inh, mHTT-CaM PPI inh
COc1cccc(C2CC(c3cc(C)ccc3C)=NN2C(=O)CN2CCOCC2)c1 (stereo unspecified)
→ -8, 47
CN(C)c1cccc(C(=O)N2CCN(Cc3noc4ccccc34)CC2)c1
→ -2, 16
CC(C)NC(=O)C1CCN(c2cncnc2N2CCN(C)CC2)CC1
→ -4, -2
CC(C)(C)c1cc(CCC(=O)NNC(=S)NC(=O)c2ccccc2)cc(C(C)(C)C)c1O
→ -271, 58*
O=[N+]([O-])c1ccc(C=Nc2ccc(Br)cc2)s1
→ /, 32
COC(=O)c1sccc1-n1cc(C#N)c(=O)n(Cc2ccccc2)c1=O
→ -18, /
N#Cc1c(N)nc2c(c1-c1ccccc1Cl)CCCC2
→ -6&7, 1&-7
Cc1n[nH]c(C)c1Sc1ccccc1N=Cc1ccccc1O
→ 0, -2
Cc1ccccc1NCC(=O)c1ccc(Br)cc1
→ -6, 0
COc1ccc(Cl)cc1NC(=O)c1cccc(C(=O)Nc2cc(Cl)ccc2OC)n1
→ -2, 0
COc1ccc(N=Cc2cc(I)cc(C)c2O)cc1OC
→ -1, 21
CC(C)c1ccc(S(=O)(=O)N2CCC(n3c(-c4ccoc4)nc4cccnc43)C2)cc1 (stereo unspecified)
→ -4, -4
Cc1ccc(C(=O)N2CCC(c3nc(C(=O)N4CCOCC4)c(C)o3)CC2)cc1F
→ -2, 2
Cc1cc(C)c(C)c(OCc2nc(-c3cccnc3)no2)c1
→ -2, -6
CCc1noc(-c2cccnc2N2CCCN(Cc3cc(C)ccc3C)CC2)n1
→ 1, -70
O=C(NCc1cccc(F)c1)C1Oc2ccccc2NC1=O (stereo unspecified)
→ -9, -4
CC(C)N1C(=O)c2ccccc2Oc2ccc(NC(=O)c3cccs3)cc21
→ -10, 16
Cc1ccc(S(=O)(=O)N2c3ccccc3-c3ccccc3S2(=O)=O)cc1
→ -6, -7
CCC(=O)NCc1csc(C2CCN(C(=O)c3ccc(C)cc3)CC2)n1
→ -3, 4
Cc1ccc(C)c(S(=O)(=O)n2c([N+](=O)[O-])cnc2C)c1
→ -3, -6
COc1ccccc1NC(=O)c1cc2c(n1C)CCN(Cc1cccc(C)c1)C2
→ -4, 63*
COc1ccc(CNC(=O)COc2ccc(OC)cc2)cc1
→ 3, -4
Cn1c(C2CCN(C(=O)c3ccc(F)c(F)c3)C2)nc2ccncc21 (stereo unspecified)
→ -2, 2
COc1ccc(C2CC(c3ccccc3Cl)Nc3ncnn32)cc1OC (stereo unspecified)
→ 2, 16
Cc1cc(=O)cc(C(F)(F)F)o1
→ 7, -1
Fc1ccccc1CSc1nnc2c(n1)OC(c1cccnc1)Nc1ccccc1-2 (stereo unspecified)
→ -16, 5
CCC(=O)Nc1cccc(-c2noc(C3CCCN(C(=O)c4ccc(C#N)cc4)C3)n2)c1 (stereo unspecified)
→ -1, 4
CCC1CCCCN1C(=O)c1c[nH]c2ccc(S(=O)(=O)N(C)c3ccccc3C)cc2c1=O (stereo unspecified)
→ -10, 15
Cn1nc(-c2nc(-c3ccccc3F)no2)c2c1CCN(C(=O)Cc1cccs1)C2
→ 0, 14
Cc1ccc2cc(C=O)c(N3CCCCC3)nc2c1
→ -4, -9

Going on with the list:
Every second line gives: Pf apPOL inh, mHTT-CaM PPI inh
COc1cc2c(cc1OC)C(C(=O)NC(C)C)C(c1ccc(SC)cc1)N(C)C2=O (stereo unspecified)
→ 3, 4
Cc1nccn1-c1c2c(c(C#N)c3nc4ccccc4n13)CCC2
→ 6, -8
Cc1cc(C)nc(SC2CCCCC2NS(=O)(=O)c2ccc(Cl)cc2)n1 (stereo unspecified)
→ -2, 3
NCCC12CC3CC(C1)CC(C(=O)O)(C3)C2
→ -4, -6
O=C(Nc1cccc(I)c1)c1cccs1
→ -2, -23
CSc1nsc(SCC(=O)Nc2nonc2N)n1
→ -1, 1
CC(C)NC(=O)c1ccc(OCC2CCCN(C(=O)c3ccc(Br)o3)C2)cc1 (stereo unspecified)
→ -4, 8
COc1ccc(Cc2nn[nH]n2)cc1OC
→ -4, 1
COc1ccc(S(=O)(=O)N2CCC(C(=O)Nc3cc(C(F)(F)F)ccc3Cl)CC2)cc1
→ -4, -5
Cc1n[nH]c(C)c1Sc1ccccc1N=Cc1cc(Br)ccc1O
→ -2, 58*
COCCCn1c(=N)c(S(=O)(=O)c2ccccc2)cc2c(=O)n3cccc(C)c3nc21
→ -8, 0
Cc1c(C(=O)Nc2ccc(-c3nc4cccnc4o3)cc2)cccc1[N+](=O)[O-]
→ 6, 0
Cc1[nH]c(-c2ccc(Cl)cc2)cc1C(=O)NC1CCCC1
→ -14, -2
NNC(=O)c1cc2cc(F)ccc2[nH]1
→ -1, /
CCOC(=O)Cn1cnc2c(-c3ccccc3C)csc2c1=O
→ 0, -14
Cc1ccc(C)c(S(=O)(=O)Nc2ccc(O)c(Cl)c2)c1
→ -7&0, -1&6
Cn1c(SCc2cc(=O)oc3cc(O)ccc23)nnc1C(F)(F)F
→ -10, /
CCOC(=O)c1cn[nH]c1NC(=S)NCc1ccccc1
→ 2, /
CSc1ccc(CNC(=O)c2cc3c(s2)CCN(C(=O)c2ccccc2)C3)cc1
→ -4, 5
Cc1ccc2nc(/C(C#N)=C/c3cccc(Br)c3)[nH]c2c1
→ -2, -21
c1ccc(-n2ncc3c(NC4CCCCCC4)ncnc32)cc1
→ -2, 10
CCc1ccc(CNC(=O)C2CC(=O)N(c3ccc4oc(C)nc4c3)C2)cc1 (stereo unspecified)
→ 0, -2
COc1ccccc1NC(=O)CN1C(=O)C2CCCN2C(=O)c2ccc(F)cc21 (stereo unspecified)
→ -10, -6
O=C(Cn1cnc2c(oc3ccccc32)c1=O)NCc1ccc(Cl)cc1
→ -2, -6
COc1ccc(C(=O)N2CCC(C(=O)N3CCN(Cc4ccccc4)CC3)CC2)cc1
→ 0, 1
CC(=O)COc1ccc2c(c1)OC(=Cc1cc(Cl)cc3c1OCOC3)C2=O
→ 1, -3
COc1ccc(-c2cc(=O)n(Cc3cccc(C(F)(F)F)c3)cn2)cc1
→ 0, -10
Cc1ccc(CN(c2ccc(C(=O)NC3CCCCC3)cc2)S(C)(=O)=O)cc1
→ 0, -1
CC(=O)Nc1nc(-c2ccccc2)c(C)s1
→ -5, 0
CCc1cccc(NC(=O)N2CCc3cn(CCOC)c4cccc(c34)C2)c1
→ -1, 4

Remaining list, next part.
Every second line gives: Pf apPOL inh, mHTT-CaM PPI inh
CCOc1ccccc1C=Nc1sc2c(c1C(N)=O)CCCC2
→ -3, 25
O=C(Nc1cccnc1)c1ccc(Cl)cc1Cl
→ -2, -1
Nc1cc(C2CCN(S(=O)(=O)Cc3ccccc3F)CC2)no1
→ 1, 14
Cc1nnc(N2C(=N)S/C(=C\c3ccccc3Cl)C2=O)s1
→ -2, -2
COc1ccc(C(=O)Nc2cc(Cl)ccc2OC)cc1Cl
→ 0, -8
CC1(C)CC(Nc2ncnc3sc4c(c23)CCCC4)CC(C)(C)N1
→ -4, 0
CC(C)C[C@@H](CC#N)N1CCN(CCc2ccccc2)CCC1=O
→ 0, 3
COc1ccc(CCNC(=O)COc2ccc(C(C)C)cc2)cc1OC
→ -6, 9

An excerpt, so the mix of outcomes need not match the whole.
